# High-throughput results (PubChem BioAssay)
# CHO-K1 Ca antag = M1 antagonist counterscreen hit in parental CHO-K1 cells; ATP-induced calcium, Fluo-8 fluorescence; inhibition, % at 3 µM; 0.6% of 360,000 active;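 active = inhibition above a per-plate cutoff, the plate's mean sample inhibition plus 3 SD, cut at about 24% in these data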;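 also: 0% = DMSO plus EC80 ATP and 100% = DMSO alone without ATP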
# CHRM1 agonist = human M1 muscarinic receptor agonists, primary screen, Fluo-8 calcium fluorescence, CHO-K1 cells, HTS. Muscarinic acetylcholine receptor M1 (Homo sapiens), P11229. activation, % at 3 µM. 0.33% of 360,000 active. AID 588814, 2011. CHO-K1 hM1, agonist mode; 0% DMSO, 100% acetylcholine EC100;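 active = activation above the run's mean compound activation plus 3 SD, cut at about 16% in these data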;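 also: peak over basal fluorescence ratio within a 140 s kinetic read after compound addition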
# Target sequence (P11229 whole entry, looked up): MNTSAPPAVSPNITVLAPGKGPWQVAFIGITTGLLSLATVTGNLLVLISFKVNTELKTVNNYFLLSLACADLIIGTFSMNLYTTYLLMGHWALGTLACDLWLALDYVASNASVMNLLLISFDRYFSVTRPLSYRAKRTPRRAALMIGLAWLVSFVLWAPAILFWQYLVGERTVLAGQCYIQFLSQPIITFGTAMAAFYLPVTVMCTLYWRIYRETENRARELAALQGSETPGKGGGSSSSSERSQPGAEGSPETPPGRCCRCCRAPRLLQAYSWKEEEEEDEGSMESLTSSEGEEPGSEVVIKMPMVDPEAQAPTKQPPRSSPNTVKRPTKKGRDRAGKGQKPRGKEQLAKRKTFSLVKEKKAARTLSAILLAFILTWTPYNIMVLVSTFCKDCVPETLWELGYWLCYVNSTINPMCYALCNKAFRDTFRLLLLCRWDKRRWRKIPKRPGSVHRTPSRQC
# CHRM4 agonist = human M4 muscarinic receptor agonists, primary screen, CHO-K1 cells, Fluo-8 calcium fluorescence. Muscarinic acetylcholine receptor M4 (Homo sapiens), P08173. CHO-K1 hM4/Gqi5; vehicle 0%, full acetylcholine response 100%. activation, % at 3 µM. 0.14% of 360,000 active. AID 624127, 2012;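 active = activation above the run mean over all test wells plus 3 SD, cut at about 32% in these data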;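 also: peak over basal fluorescence ratio per well then scaled between controls; 0% = DMSO wells and 100% = acetylcholine at EC100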
# M1 antag = human M1 muscarinic receptor antagonists, primary screen, CHO-K1 cells, Fluo-8 calcium fluorescence, 1536-well | 1.3% of 360,000 active | inhibition, % at 3 µM | Muscarinic acetylcholine receptor M1 (Homo sapiens), P11229 | AID 588852, 2011 | CHO-K1 hM1, ACh EC80 antagonist;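 active = percent inhibition above its own plate's cutoff, namely the mean of that plate's compound wells plus 3 SD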;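 also: peak over basal fluorescence ratio during 140 s after agonist addition; 0% = ACh EC80 plus DMSO and 100% = DMSO alone without agonist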
# M1 ag parental = counter-screen for M1 agonists: effect in parental CHO-K1 cells; Fluo-8 calcium fluorescence; scaled to maximal ATP response, vehicle zero; activation, % at 3 µM; 0.48% of 360,000 active; in the data active = activation above about 15%;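 also: untransfected CHO-K1 host cells lacking M1 receptor as counterscreen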
# CHRM4 antagonist = human M4 muscarinic receptor antagonists, primary screen, CHO cells, Fluo-8 calcium fluorescence | 0.73% of 360,000 active | Muscarinic acetylcholine receptor M4 (Homo sapiens), P08173 | CHO-hM4 cells, ACh EC80 | inhibition, % at 3 µM | AID 624125, 2012;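 active = inhibition above its plate's cutoff, the mean inhibition of sample wells plus 3 SD, cut at about 27% in these data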;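 also: 0% = acetylcholine EC80 with DMSO and 100% = DMSO without agonist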
# M1 PAM = human M1 muscarinic receptor positive allosteric modulators, primary screen, CHO-K1 cells, Fluo-8 calcium fluorescence, 1536-well. 0.088% of 360,000 active. Muscarinic acetylcholine receptor M1 (Homo sapiens), P11229. activation, % at 3 µM. CHO-K1 hM1, ACh EC20; 0% = ACh EC20, 100% = maximal ACh. AID 588819, 2011; in the data active = activation above about 19%, passing the limit was not always enough
# CHO parental Ca = ATP-evoked calcium signal inhibitors, parental CHO, primary screen, counter-screen for OX1R antagonist project, cell-based, fluorescence, Fluo-8 calcium dye; parental CHO-K1, ATP-induced calcium, Fluo-8 fluorescence; inhibition, % at 5.6 µM; 0.63% of 330,000 active;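 active = inhibition above that plate's mean sample inhibition plus 3 SD, cut at about 26% in these data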;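 also: 0% = ATP-challenged DMSO wells and 100% = DMSO wells without ATP; some compounds past the cut are filed as inactive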
#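 Test system: parental CHO cells; detection: calcium-sensitive Fluo-8 fluorescence; evaluation: percent inhibition of calcium signal; also added: ATP as calcium-mobilizing challenge; repeats: one well per compound; control set: ATP-challenged DMSO wells low, unchallenged DMSO wells high; compound: single nominal dose of 5.6 µM per compound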
# OXTR potentiator = human OXTR potentiators, primary screen, fluorescence, CHO-OTR cells, Fluo-8 calcium. Oxytocin receptor (Homo sapiens), P30559. Fluo-8 calcium fluorescence, potentiator mode; 0% = oxytocin EC15, 100% = EC100. activation, % at 3 µM. 0.061% of 320,000 active. AID 2445, 2010;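 active = activation above that plate's cutoff, the mean activation of tested compounds plus 3 SD, cut at about 6.6% in these data, passing the limit was not always enough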;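 also: 100% uses oxytocin at 75 nM as the full agonist control; some results filed as inactive read as strong as hits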
# Target sequence (P30559 whole entry, looked up): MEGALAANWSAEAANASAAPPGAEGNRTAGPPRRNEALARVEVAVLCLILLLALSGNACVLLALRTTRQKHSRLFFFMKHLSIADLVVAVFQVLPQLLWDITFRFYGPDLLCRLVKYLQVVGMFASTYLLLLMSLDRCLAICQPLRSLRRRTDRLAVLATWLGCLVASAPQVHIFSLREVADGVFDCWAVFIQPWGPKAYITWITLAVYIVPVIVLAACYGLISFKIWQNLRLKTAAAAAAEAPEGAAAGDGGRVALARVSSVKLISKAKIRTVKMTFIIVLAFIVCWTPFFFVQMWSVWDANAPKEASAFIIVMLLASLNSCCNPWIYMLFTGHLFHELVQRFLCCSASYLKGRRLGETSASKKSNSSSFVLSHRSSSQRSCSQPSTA
#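 Assay system: CHO-OTR cells, human receptor / Also added: oxytocin at about EC15, sub-maximal agonist stimulus / Dosing: single dose, 3.0 µM nominal final compound concentration / Incubation: 6 min pre-incubation, 100 s read / Technique: Fluo-8 calcium dye fluorescence / Read-out: % activation vs EC15 and EC100 oxytocin / Benchmarks: EC15 oxytocin low, 75 nM oxytocin high / Replicates: singlicate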
# The depositor's hits bear a star; · = no result given; & = joins results of further samples.
SMILES,CHO-K1 Ca antag,CHRM1 agonist,CHRM4 agonist,M1 antag,M1 ag parental,CHRM4 antagonist,M1 PAM,CHO parental Ca,OXTR potentiator
CCOC(=O)c1ccc(NC(=O)CS(=O)(=O)c2cn(CC)c3ccccc23)cc1,-7,-1,8,-3,3.2,-9,6,-12,-3
CC1(C(=O)NC2CCCC2)CCC(=O)N1CCOc1ccccc1 (stereo unspecified),28*,-2,0,6,0.1,-4,4,·,·
COc1ccc(C(=O)NNC(=O)C2CCCN(C3CC(=O)N(c4ccccc4)C3=O)C2)cc1 (stereo unspecified),14,-5,0,-6,0.0,-12,0,-12,-4
COc1ccc(C)cc1NC(=O)C1CC(=O)OC12CCCCC2 (stereo unspecified),-17,-4,1,-6,0.7,-5,7,-20,-5
CCCOc1ccc(CSC2=NCCN2)cc1[N+](=O)[O-],-2,-3,0,-11,0.0,0,7,-3,-10
Cc1ccc(Cn2nc(C)c(NC(=O)CCCn3nc(C)c([N+](=O)[O-])c3C)c2C)cc1,-18,-4,1,0,0.3,-8,4,-24,0
Oc1ccc(Cl)cc1/C=C/c1ccc2cccc(O)c2n1,6,-5,3,1,0.6,-9,0,·,·
COc1cccc(N2CCN(CC(=O)Nc3ccnn3C3CCCC3)CC2)c1,0,1,3,16,1.6,2,-7,-8,-9
COc1ccc(C(CNC(=O)c2ccc(C)c(S(=O)(=O)N3CCCCC3)c2)N2CCCC2)cc1 (stereo unspecified),-24,-9,0,-5,-1.5,-3,2,·,·
[O-][N+]12CCCCC1CCCC2CO (stereo unspecified),-12,-4,1,-10,2.0,-1,8,13,-5
CCN1CCN(c2nc(-c3ccccc3Cl)nc3ccccc23)CC1,-10,-8,1,-20,1.5,0,16,-21,-13
COc1ccc(-c2nc(C#N)c(NCc3ccccc3Cl)o2)cc1,-15,-4,0,-9,0.6,-1,6,-8,-7
CC1=N/C(=C\c2ccc([N+](=O)[O-])cc2)C(=O)N1c1ccc(Cl)cc1,-25,1,7,-23,4.6,-3,4,-1,-3
COc1ccccc1C(=O)Nc1ccc(C(=O)N2CCCCC2)cc1,18,8,1,4,0.3,-3,12,-5,-9
O=[N+]([O-])C(/C=C(\Cl)[N+](=O)[O-])=C(N1CCCCC1)N1CCCCC1,8,1,-1,0,0.1,4,1,-16,3
COC(=O)c1ccc(NC(=O)CS(=O)(=O)Cc2ccccc2)cc1,-11,-2,4,-23,0.3,-8,3,-18,-14
O=C(CNC(=O)c1ccc(Br)o1)NCc1cccc(Cl)c1,-12,-3,1,-15,0.9,-4,11,8,-7
CC(C)=CC(=O)OCC(=O)Nc1ccc(F)cc1Cl,6,-2,-1,-6,0.0,4,7,-1,-2
CC(=O)c1c(C)[nH]c(C(=O)CSc2nnc(-c3ccccc3)o2)c1C,-10,4,8,3,3.8,2,-4,14,-16
Cc1cccc(/C=C/C(=O)c2cc(Br)ccc(=O)c2O)c1,-20,-2,0,-6,0.1,-14,7,-10,-14
CCOC(=O)C1CCN(S(=O)(=O)c2nc3nc(C)cc(C)n3n2)CC1,-10,-3,0,-27,0.0,9,5,1,-1
COc1cc2c(C(=O)N(C)c3cc(Cl)ccc3OC)cn(C)c(=O)c2cc1OC,-14,-6,3,-8,1.9,1,5,-19,0
CN(Cc1cnn(-c2ccc(F)cc2)c1)C(=O)[C@H]1O[C@@H](n2ccc(N)nc2=O)[C@H](O)[C@@H]1O,-8,-2,0,-21,0.5,15,3,·,·
CCN1CCN(Cc2ccc(NC(=O)c3cc(NC(=O)C4=NN(c5ccccc5)C(=O)C4)cc(OC)c3)cc2C(F)(F)F)CC1,-5&2,-4&-2,0&0,-9&4,0.0&-0.4,2&-4,-4&-7,-2,-3
Cc1onc(-c2ccccc2)c1C(=O)NCC1CCN(C(=O)c2c(-c3ccccc3)noc2C)CC1,-3,-4,2,0,0.9,-1,2,-21,-2
Cn1c(CSc2nc3ccccc3s2)nnc1SCC(=O)NCc1ccccn1,-11,-4,1,7,0.9,6,-2,-11,-8
CC1=C(C)C(=O)C(N2CCOCC2)=CC1=O,-2,-3,2,-5,-0.3,2,8,·,·
Cc1ccccc1NC(=O)c1ccc(S(=O)(=O)C(F)F)cc1,1,-7,1,-4,0.7,-3,1,-4,3
O=C(Nc1cccc(Cl)c1)OCc1ccccn1,26*,-1,3,0,-0.2,9,6,-1,-10
COc1cccc(-c2noc(C3CCCN(C(=O)Cc4ccccc4)C3)n2)c1 (stereo unspecified),-11,-8,1,9,1.0,-1,-3,-21,-2

# Among those listed so far, 2 have bromine:
SMILES,CHO-K1 Ca antag,CHRM1 agonist,CHRM4 agonist,M1 antag,M1 ag parental,CHRM4 antagonist,M1 PAM,CHO parental Ca,OXTR potentiator
O=C(CNC(=O)c1ccc(Br)o1)NCc1cccc(Cl)c1,-12,-3,1,-15,0.9,-4,11,8,-7
Cc1cccc(/C=C/C(=O)c2cc(Br)ccc(=O)c2O)c1,-20,-2,0,-6,0.1,-14,7,-10,-14

# More compounds follow:
SMILES,CHO-K1 Ca antag,CHRM1 agonist,CHRM4 agonist,M1 antag,M1 ag parental,CHRM4 antagonist,M1 PAM,CHO parental Ca,OXTR potentiator
O=C(CC[C@H]1O[C@@H](n2ccc(=O)[nH]c2=O)[C@H](O)[C@@H]1O)NCc1cccc2ccccc12,-18,-5,1,-21,0.4,-8,3,·,·
COc1ccc(C(CNC(=O)C(=O)Nc2ccc3c(c2)OCO3)N2CCN(C)CC2)cc1 (stereo unspecified),-6,-8,1,3,1.9,3,-3,-23,9
O=S(CC(O)c1ccccc1)c1ccccc1 (stereo unspecified),-3,-1,1,-6,1.9,4,5,·,·
Clc1ccc(OCCN2CCCCC2)cc1Cl,-15,-12,3,29*,1.4,-2,-17,-11,-1
COc1ccc(-c2noc(-c3ccc(Cl)cc3[N+](=O)[O-])n2)cc1OC,-10,-9,0,0,0.5,2,-4,-25,-2
COC(=O)[C@@H](Cc1ccccc1)NC(=O)CC[C@H]1O[C@@H](n2cc(C)c(=O)[nH]c2=O)C[C@@H]1O,-15,-3,0,-20,0.6,-14,11,·,·
FC(F)(F)c1cccc(CN2CCSCC2)c1,-3,0,0,-16,8.5,2,13,-1,-4
CCOC(=O)c1sc(=S)n(-c2ccccc2)c1SC,-9,-7,-2,51*,0.4,14,-25,-13,-6
Cc1ccc(NC(=O)c2cc(S(=O)(=O)N3CCOCC3)ccc2Cl)cc1S(=O)(=O)N1CCOCC1,13,-4,12,10,6.5,1,-5,·,·
CCS(=O)CC(=O)Nc1c(-c2ccccc2)oc2ccccc2c1=O (stereo unspecified),-8,-4,0,-12,0.6,5,10,-6,-5
CN(C)CCOC(=O)C12CC3(C)CC(C)(CC(C)(C3)C1)C2,-15,-3,7,0,2.1,-13,-10,-10,-1
CC(C)Nc1ncnc2c1ncn2[C@H]1CN(Cc2ccc(Cl)cc2)C[C@@H](CO)O1,-6,5,3,-13,1.4,-13,10,·,·
CCN(CC(=O)NCc1cccs1)C(=O)COc1ccccc1C#N,-5,-2,1,-8,0.6,-5,6,-12,-4
O=C(c1cccc2ccccc12)C1CCCN(C(=O)C2CCOCC2)C1 (stereo unspecified),-3,-4,0,-15,0.0,0,9,-15,3
CC(C)NC(=O)c1ccc(C2SCC(=O)N2Cc2ccccc2)cc1 (stereo unspecified),-6,-13,3,-9,0.8,9,-2,2,0
CCC(C)NC(=O)c1ccccc1-c1nc2ccccc2[nH]1 (stereo unspecified),8,-2,2,5,0.1,-3,-4,-12,-10
CCc1nc2ccc(C)cc2c(C(=O)Oc2cccc3cccnc23)c1C,2,-4,1,5,0.5,-5,6,-29,1
O=C1c2cccc(OCC(=O)N3N=C(c4cccs4)CC3c3ccc(F)cc3)c2CCN1Cc1ccccc1 (stereo unspecified),-10,-5,0,5,1.6,-8,-13,-10,-4
CN(CCC#N)S(=O)(=O)c1ccc2[nH]cc(C(=O)NCCc3ccccc3)c(=O)c2c1,-1,-12,1,-3,5.2,-2,5,-15,-4
CC(=O)N1CCc2cc(S(=O)(=O)CCC(=O)NCc3ccc(F)cc3)ccc21,-9,-1,2,-18,0.8,6,11,-15,-2
O=[N+]([O-])c1cccc(/C=N/Nc2cc(N3CCOCC3)ncn2)c1,-10,-3,1,-1,2.2,4,0,-3,-10
CC(=O)c1coc2c1cc(O)c1ccccc12,-14,-2,3,-2,0.1,-4,5,-6,-20
CCOC(=O)c1c(NC(=O)c2ccco2)sc(C(=O)N2CCCC2)c1C,-13,-2,0,-9,0.4,2,3,-16,-10
O=C(CCC1CCCN(C(=O)c2cncs2)C1)NCc1ccc(F)c(F)c1 (stereo unspecified),2,-10,1,2,-0.2,-7,2,-1,-8
C=CCOc1ccc(C2N3CC4(CC)CN2CC(CC)(C3)C4=O)cc1 (stereo unspecified),-15,-4,1,-15,0.5,-4,7,-29,-8
C=CCN1C(=NC(=O)CCCC(=O)O)SC2CS(=O)(=O)CC21 (stereo unspecified),28*,-2,0,14,-0.4,-2,-4,-12,-6
CC(C)CNC(=S)NNC(=O)c1ccc(OC(F)F)cc1,-11,-3,1,1,0.7,-12,6,1,-1
NC(=O)CC(NC(=O)c1cccc(Br)c1)c1ccc(N2CCN(c3ccccn3)CC2)c([N+](=O)[O-])c1 (stereo unspecified),16,-6,1,20,-0.6,1,-5,-11,-2
Cc1cc(N2CCN(c3ccccc3)CC2)nc2ccccc12,-10,-3,4,8,24*,-7,-8,-11,-5
O=S(=O)(NCc1cccnc1)c1ccc(Br)s1,-13,-5,2,0,0.0,3,5,5,-6
CC(C)Cn1c(SCC(=O)Nc2ccc3[nH]c(=O)[nH]c3c2)nc2ccccc2c1=O,9,-4,0,-17,0.1,2,16,-21,0
O=C(Nc1cc2c(cc1Br)OCCCO2)c1ccccc1,14,-4,-1,1,0.2,-2,-1,-8,-2
Cc1ccc(-c2c(C#N)c(N)n(-c3ccc(C)cc3)c(=O)c2C#N)cc1,-6,1,6,-20,2.9,3,7,-2,-11
O=[N+]([O-])c1ccc(/C=C/c2nc3ccc([N+](=O)[O-])cc3[nH]2)cc1,2,-3,7,-4,3.2,9,-2,-2,-3
O=C(NC1CCCC1)C(c1ccncc1)N(C(=O)c1csnn1)c1ccc(F)c(Cl)c1 (stereo unspecified),-14,-4,1,0,0.8,-10,4,-7,-6
